Screening results: PubChem, several laboratories
SSB-PriA inh = inhibitors of Klebsiella pneumoniae PriA binding to SSB C-terminal tail, primary screen, biochemical, AlphaScreen; inhibition, % at 33 µM; PriA–SSB C-terminal tail interaction (Klebsiella pneumoniae); 430,000 compounds, 0.6% hits; AlphaScreen SSBct-PriA binding, biotinylated peptide; in the data active = inhibition mostly above about 37%, no sharp cut-off; inactive = mostly below about 20%;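 note: plate controls were negative control peptide for no effect and reference peptide for full effect; strong numbers were not always called active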
PfHsp40 rescue = rescue of yeast from PfHsp40 toxicity, primary screen, S. cerevisiae, ATP luminescence | growth rescue, % at 12.5 µM | 340,000 compounds, 0.68% hits | AID 504582, 2011 | S. cerevisiae expressing PfHsp40, growth rescue; in the data active = growth rescue above about 28%, passing the limit was not always enough; inconclusive = no clear call, values can overlap the other calls;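 note: yeast W303a lacking pdr1 and pdr3 grown in galactose medium; growth measured after three days at 30 °C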
Yp Topo-I inh = Yersinia pestis topoisomerase I inhibitors, primary screen, biochemical, cleavage product accumulation, plate reader, single point | DNA topoisomerase I (Yersinia pestis CO92) | Y. pestis Topo-I cleavage product accumulation | activity, % at 10 µM | 360,000 compounds, 0.064% hits | AID 504884, 2011; in the data active = activity above about 50%, passing the limit was not always enough; inconclusive = no clear call, values can overlap the other calls; note: inactives centre near 2
Anthrax LF inh2 = Bacillus anthracis LF protease inhibitors, primary screen, biochemical, multiplex microsphere, MLPCN library; multiplex microsphere protease cleavage assay; inhibition, % at 10 µM; 360,000 compounds, 0.12% hits; AID 588501, 2011; note: plate controls were buffer without enzyme for full effect and enzyme alone for no effect
PrPC TRFRET = inhibitors of human cell surface prion protein PrPC, primary screen, cell-based, TR-FRET; Major prion protein (Homo sapiens), P04156; TR-FRET read-out; inhibition, % at 13.8 µM; 370,000 compounds, 0.43% hits; in the data active = inhibition above about 24%; note: 0% = median of the test wells and 100% = reference compound wells
BH1578 lux ind = inducers of Vibrio cholerae quorum light production without autoinducers, primary screen, BH1578 luxS cqsA deficient, single point; activation, % at 18.7 µM; 350,000 compounds, 0.16% hits; V. cholerae BH1578 lux reporter, luminescence, 6 h; in the data active = activation mostly above about 9.7%, no sharp cut-off; inconclusive = no clear call, values can overlap the other calls; inactive = mostly below about 3.7%; note: not every result past the cut was called active; inactives centre near 0; reference of the scale not given here
TcdB inh = TcdB glycohydrolase inhibitors, primary screen, biochemical, single point, plate reader | inhibition, % at 9.99 µM | 350,000 compounds, 0.24% hits | TcdB glycohydrolase enzymatic assay | Toxin B (Clostridioides difficile), P18177; in the data active = inhibition above about 10%
Target sequence (P18177 whole entry, looked up): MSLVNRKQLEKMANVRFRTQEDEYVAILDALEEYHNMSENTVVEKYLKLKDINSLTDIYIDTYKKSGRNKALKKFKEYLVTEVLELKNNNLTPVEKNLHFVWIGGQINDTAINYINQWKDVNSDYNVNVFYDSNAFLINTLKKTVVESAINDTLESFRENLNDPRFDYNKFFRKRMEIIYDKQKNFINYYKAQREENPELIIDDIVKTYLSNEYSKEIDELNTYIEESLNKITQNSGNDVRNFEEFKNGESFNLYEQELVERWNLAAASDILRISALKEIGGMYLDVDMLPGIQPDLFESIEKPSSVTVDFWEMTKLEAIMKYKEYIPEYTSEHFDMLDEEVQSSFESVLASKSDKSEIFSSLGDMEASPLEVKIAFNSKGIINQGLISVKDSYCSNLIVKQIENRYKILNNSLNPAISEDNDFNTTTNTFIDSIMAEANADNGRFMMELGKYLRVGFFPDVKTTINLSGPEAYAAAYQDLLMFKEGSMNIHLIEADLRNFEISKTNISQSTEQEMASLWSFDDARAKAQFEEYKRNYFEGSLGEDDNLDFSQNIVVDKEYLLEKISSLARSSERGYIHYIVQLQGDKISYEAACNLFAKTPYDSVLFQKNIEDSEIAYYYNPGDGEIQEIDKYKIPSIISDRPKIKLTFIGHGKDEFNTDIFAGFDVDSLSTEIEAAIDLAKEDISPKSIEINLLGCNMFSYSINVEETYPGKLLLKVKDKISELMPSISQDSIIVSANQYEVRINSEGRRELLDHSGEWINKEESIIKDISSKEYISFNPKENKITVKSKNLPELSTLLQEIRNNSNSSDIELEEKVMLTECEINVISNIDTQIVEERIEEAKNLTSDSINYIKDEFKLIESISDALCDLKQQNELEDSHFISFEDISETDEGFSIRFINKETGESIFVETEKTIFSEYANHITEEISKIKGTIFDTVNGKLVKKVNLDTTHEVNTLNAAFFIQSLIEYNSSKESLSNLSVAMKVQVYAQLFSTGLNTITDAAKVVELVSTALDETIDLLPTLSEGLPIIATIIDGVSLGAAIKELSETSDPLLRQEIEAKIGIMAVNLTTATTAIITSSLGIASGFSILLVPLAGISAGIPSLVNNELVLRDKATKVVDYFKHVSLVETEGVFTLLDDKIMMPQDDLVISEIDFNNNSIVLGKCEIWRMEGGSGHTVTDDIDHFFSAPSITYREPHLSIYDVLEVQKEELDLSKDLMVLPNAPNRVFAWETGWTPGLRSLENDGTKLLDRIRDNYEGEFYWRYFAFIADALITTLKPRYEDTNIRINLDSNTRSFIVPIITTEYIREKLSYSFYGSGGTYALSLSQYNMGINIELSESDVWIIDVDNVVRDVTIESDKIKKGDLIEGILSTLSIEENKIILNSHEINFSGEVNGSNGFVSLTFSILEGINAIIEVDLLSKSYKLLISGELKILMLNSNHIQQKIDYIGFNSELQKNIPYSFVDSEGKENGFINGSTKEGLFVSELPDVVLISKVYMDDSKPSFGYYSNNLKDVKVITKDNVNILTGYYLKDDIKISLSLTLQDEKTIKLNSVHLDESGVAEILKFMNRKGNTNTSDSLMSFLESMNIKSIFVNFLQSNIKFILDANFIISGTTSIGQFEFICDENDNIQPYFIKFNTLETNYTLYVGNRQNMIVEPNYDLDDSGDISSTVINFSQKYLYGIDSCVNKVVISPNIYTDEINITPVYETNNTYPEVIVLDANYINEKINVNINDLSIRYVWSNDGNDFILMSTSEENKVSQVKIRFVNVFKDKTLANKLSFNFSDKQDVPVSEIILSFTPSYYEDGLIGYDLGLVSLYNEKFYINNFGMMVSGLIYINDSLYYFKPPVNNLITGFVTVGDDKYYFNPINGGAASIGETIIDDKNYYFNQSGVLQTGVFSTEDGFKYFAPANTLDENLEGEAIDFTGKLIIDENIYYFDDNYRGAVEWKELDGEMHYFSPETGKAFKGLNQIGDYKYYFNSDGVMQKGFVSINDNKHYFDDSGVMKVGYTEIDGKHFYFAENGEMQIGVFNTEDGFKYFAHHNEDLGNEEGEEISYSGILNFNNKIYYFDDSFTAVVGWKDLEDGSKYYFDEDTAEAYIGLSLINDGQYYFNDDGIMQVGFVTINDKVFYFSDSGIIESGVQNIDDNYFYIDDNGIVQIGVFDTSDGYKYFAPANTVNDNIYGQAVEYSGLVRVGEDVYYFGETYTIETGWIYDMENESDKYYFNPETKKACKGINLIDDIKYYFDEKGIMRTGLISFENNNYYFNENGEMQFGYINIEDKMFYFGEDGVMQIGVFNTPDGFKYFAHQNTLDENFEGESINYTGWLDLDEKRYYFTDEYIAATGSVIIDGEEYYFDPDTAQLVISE
BoNT-A LC inh2 = BoNT/A light chain protease inhibitors, primary screen, biochemical, flow cytometry, MLPCN library; Botulinum neurotoxin type A light chain protease (Clostridium botulinum A str. ATCC 3502); multiplex microsphere protease substrate cleavage; inhibition, % at 10 µM; 360,000 compounds, 0.17% hits; AID 588499, 2011; note: plate controls were buffer without enzyme for full effect and enzyme alone for no effect
SARS 3CLpro inh = SARS-CoV 3CLpro protease inhibitors, primary screen, biochemical, quenched FRET; Replicase polyprotein 1ab (Severe acute respiratory syndrome coronavirus), P0C6X7; recombinant SARS-CoV 3CLpro, quenched FRET peptide cleavage; inhibition, % at 6 µM; 290,000 compounds, 0.14% hits; in the data active = inhibition above about 12%
Starred values were filed as active, the others as inactive; i = inactive; ? = inconclusive; / = no result given; & = joins results of further samples. Cut-off read from the data, not from the text of the source, unless noted: active = inhibition above about 30%; inconclusive = no clear call, values can overlap the other calls; inactive = below that. Only part of the results is shown. The share of hits here may be higher or lower than overall.

1: CC(CN(C)Cc1ccccc1)OC(=O)c1ccc2c(c1)OCCO2 (stereo not given)
2: CC(=O)c1ccc(NC(=O)Cn2nc(C)cc2C)cc1
3: CCCCn1c(N)c(N(CC(C)C)C(=O)COc2cc(C)ccc2Cl)c(=O)[nH]c1=O
4: COc1ccc(C2/C(=C(/O)c3ccc4c(c3)CC(C)O4)C(=O)C(=O)N2CCCn2ccnc2)cc1OC (stereo not given)
5: S=C(NCc1cccnc1)c1ccccc1
6: Cc1csc(SCC(=O)Nc2ccccn2)n1
7: CN1CCN(C(=O)c2cccc3c(-c4ccc(F)c(F)c4)coc23)CC1
8: CC(C)(C)NC(=O)c1cc(Cl)ccc1[N+](=O)[O-]
compound no.	1	2	3	4	5	6	7	8
SSB-PriA inh	-27	-1	1	/	-6	-21	/	-1
PfHsp40 rescue	-0.3	1.9	-0.3	-2.1	-0.2	-2.0	/	1.7
Yp Topo-I inh	12	5	2	-4	5	0	9	0
Anthrax LF inh2	0	12	/	-3	-9	4	-6	1
PrPC TRFRET	1	5	6	-6	4	-2	/	-3
BH1578 lux ind	-2.9	i	-2.8	-2.5	i	i	-0.4	i
TcdB inh	/	/	1.5	1.9	0.2	/	/	/
BoNT-A LC inh2	-1.4	0.0	/	-0.7	-5.6	-0.2	0.2	-0.4
SARS 3CLpro inh	-6	1	/	/	-11	-3	/	4

9: CCN(CC)C(=O)C(=O)c1c(-c2ccccc2)[nH]c2ccccc12
10: CCCCCCCCCCCCn1ccc(=N)cc1
11: Cc1ccc(OCCC(=O)OCC(=O)Nc2cc(C)cc(C)c2)cc1
12: COc1ccc(/C=C/C(=O)OCC(=O)c2c(N)n(C)c(=O)n(C)c2=O)c(OC)c1
13: COCc1c(CN)cnc(C)c1N
14: COc1ccc(N2C(=O)c3ccccc3NC2c2cccnc2)cc1 (stereo not given)
15: CC1(C)CC(=O)C2=C(C1)NC(=O)C21C(C(=O)OC(C)(C)C)=C(N)Oc2ccc(Br)cc21 (stereo not given)
16: Cc1[nH]c2ccccc2c1/C=N\NC(=O)CNc1ccc2c(c1)OCO2
compound no.	9	10	11	12	13	14	15	16
SSB-PriA inh	-9	-12	-12	-16	-16	-6	6	/
PfHsp40 rescue	-0.5	174*	-1.3	-0.4	-0.4	1.8	-0.3	-0.5
Yp Topo-I inh	0	3	9	2	-1	1	1	-14
Anthrax LF inh2	-3	2	-7	-3	-3	2	0	-7
PrPC TRFRET	-5	34*	-3	7	-1	-3	-7	4
BH1578 lux ind	-1.4	-1.3	i	-3.3	i	i	i	-0.4
TcdB inh	/	2.0	-0.9	/	/	0.7	1.5	-4.1
BoNT-A LC inh2	-0.2	1.6	-0.2	-0.9	-0.4	-0.7	1.6	-0.3
SARS 3CLpro inh	-1	4	7	-2	1	4	-3	8

17: Cc1ccc(N2C(=O)CC3(CC4C=CC3C4)C2=O)cc1 (stereo not given)
18: O=C(Nc1nnc(C2CC2)s1)C1=NN(C2CCS(=O)(=O)C2)C(=O)CC1 (stereo not given)
19: N#CN=C1CCCCCN1CC(N)=O
20: O=C(NCc1ccccc1)c1cc(C2CCCN(C(=O)c3ccc4c(c3)CCO4)C2)on1 (stereo not given)
21: COc1cc(/C=C/CN2CCN(CCC(C)C)C(CCO)C2)ccc1O (stereo not given)
22: COc1cc2c(cc1OC)CN(C(=O)c1ccc(OC)c(S(=O)(=O)N3CCOCC3)c1)CC2
23: COC(=O)c1ccc(CNC(=O)COC(=O)CCC2CCCC2)cc1
24: S=C(Nc1ccccc1Cl)NC1CCCCCC1
compound no.	17	18	19	20	21	22	23	24
SSB-PriA inh	-17	-14	-18	/	-6	-23	-8	-6
PfHsp40 rescue	0.0	-1.6	1.2	/	-1.0	0.4	2.5	-0.8
Yp Topo-I inh	-5	6	3	22	12	-10	8	6
Anthrax LF inh2	3	2	1	-2	2	4	0	-4
PrPC TRFRET	4	-1	4	2	-6	5	10	1
BH1578 lux ind	-0.6	1.0	-0.6	i	1.4	-8.3	-0.1	-0.6
TcdB inh	/	0.7	/	1.4	-4.1	/	1.3	8.7
BoNT-A LC inh2	-0.1	-0.2	-0.5	-0.1	-1.4	-0.3	-0.5	-1.1
SARS 3CLpro inh	-3	0	1	/	-1	-3	-3	-5

25: CC(=O)c1c(C)[nH]c(C(=O)Nc2cccc(S(=O)(=O)N3CCOCC3)c2)c1C
26: Cc1ccc(-c2nn(C)c(=O)c3ccccc23)cc1CNC(=O)CN1CCOCC1
27: CCOC(=O)CN1CC23C=CC(O2)C(C(=O)Nc2ccc(OC)cc2OC)C3C1=O (stereo not given)
28: CCOc1ccc2nc(NC(=O)C34CC5CC(CC(NC(C)=O)(C5)C3)C4)sc2c1
29: O=C(Nc1ccccc1)C1CCN(C(=O)c2ccccc2)CC1
30: Cc1c(C(=O)N2CCOCC2)[nH]c2ccc(OCc3ccccc3)cc12
31: COc1ccc(-n2c(SCC(=O)/C(C#N)=C(\C)N)nc3ccccc3c2=O)cc1OC
32: COc1ccc(S(=O)(=O)N2CCCCCC2)cc1C(=O)N(C)CC(=O)Nc1ccccc1Br
compound no.	25	26	27	28	29	30	31	32
SSB-PriA inh	9	-4	5	16	-6	16	0	-4
PfHsp40 rescue	-1.2	-2.2	-0.8	?	0.7	-0.7	0.8	0.4
Yp Topo-I inh	0	9	6	8	-5	0	-3	38
Anthrax LF inh2	0	-1	-4	-6	1	-3	/	-6
PrPC TRFRET	-6	0	5	12	0	4	5	3
BH1578 lux ind	-1.4	0.5	-0.2	-0.4	i	-0.4	-0.7	-0.3
TcdB inh	/	/	-0.5	-3.6	/	/	1.3	6.8
BoNT-A LC inh2	-0.6	0.7	-0.8	-1.5	-0.4	4.3	/	-0.7
SARS 3CLpro inh	0	5	-5	-1	-2	5	4	/

33: CCSc1ccc([C@@H]2[C@@H]3C(=O)N(C)C(=O)[C@@H]3[C@]3(C(=O)OC)CCCCN23)cc1OC
34: COc1ccc2c(CC(=O)NNC(=O)c3ccc(O)cc3)coc2c1
35: COc1ccc(CCNC(=O)c2nnc(Cc3ccc(Cl)cc3)o2)cc1OC
36: COC(=O)c1ccc(COc2cccc3c2OC(C)(C)C3)cc1
37: COC(=O)c1ccc(Nc2nc(N3CCOCC3)nc(N3CCOCC3)n2)cc1
38: N#CC1C(=O)NC(c2ccccc2)=CC1c1ccccc1 (stereo not given)
39: Cc1ccc(CSCc2ccc(C(=O)NCC3CCCO3)o2)cc1 (stereo not given)
40: O=C(Nc1ccc(OC(F)F)c(Cl)c1)[C@@H]1CCCN1C(=O)c1cccs1
compound no.	33	34	35	36	37	38	39	40
SSB-PriA inh	6	3	-6	1	-3	-6	-15	-6
PfHsp40 rescue	-1.5	0.0	0.6	-0.4	-1.7	-1.0	1.2	-1.1
Yp Topo-I inh	2	-6	-6	1	-5	9	-8	4
Anthrax LF inh2	-7	-6	6	-2	1	-4	-5	-1
PrPC TRFRET	-7	0	3	1	-2	8	3	-6
BH1578 lux ind	-6.7	i	-0.1	i	-0.4	-8.3	-0.8	-4.2
TcdB inh	2.7	1.9	1.4	0.9	-0.8	1.3	-0.2	/
BoNT-A LC inh2	-1.0	-2.7	-0.7	0.6	2.5	-0.5	-0.3	0.1
SARS 3CLpro inh	/	/	-7	3	-2	/	-1	-2

41: COc1ccccc1Nc1nc2nonc2nc1N1CCCCC1C (stereo not given)
42: O=C(NCc1ccccc1)c1cccn(Cc2ccccc2)c1=O
43: O=C(COC(=O)COc1ccccc1[N+](=O)[O-])NCc1ccc2c(c1)OCO2
44: OCCC1CN(Cc2c(O)ccc3ccccc23)CCN1CCc1ccccc1 (stereo not given)
45: COc1ccccc1CNC(=O)c1ccc(CNc2c(N3CCCC3)c(=O)c2=O)cc1
46: CC(NC(=O)c1ccccc1Cl)C(=O)N1CCN(Cc2ccc3c(c2)OCO3)CC1 (stereo not given)
47: Cc1ccc(S(=O)(=O)N(Cc2ccccc2)Cc2ccco2)cc1
48: CO/N=C(\C(=O)N[C@@H]1C(=O)N2C(C(=O)O)=C(COC(C)=O)CS[C@H]12)c1csc(N)n1 (stereo in doubt)
compound no.	41	42	43	44	45	46	47	48
SSB-PriA inh	-14	7	3	7	-3	2	-45	/
PfHsp40 rescue	2.1	0.8	-0.2	3.3	0.1	-0.9	9.4	-1.7&0.3&-0.9
Yp Topo-I inh	5	16	-3	2	-1	1	50	3&7&6
Anthrax LF inh2	1	0	-8	1	-3	5	-3	-2&-10&1
PrPC TRFRET	0	4	6	3	-9	8	6	-2&-1&2
BH1578 lux ind	/	i	0.8	-0.4	-0.2	-0.6	-0.7	-0.4&-0.7&-0.7
TcdB inh	0.1	0.1	-0.1	2.0	0.9	1.5	/	-0.7&0.0&-0.5
BoNT-A LC inh2	0.3	0.6	-0.5	-1.6	-0.5	2.1	-0.9	-0.1&-0.5&-0.7
SARS 3CLpro inh	5	1	/	-3	0	/	3	-6

49: COC(=O)CCCCC1=CCC2C(=O)C=C(O)C2C1 (stereo not given)
50: O=C(CCC(=O)N/N=C/c1ccccc1O)NCc1ccccc1
51: O=C(c1cc(-c2ccncc2)nc2ccccc12)N1CCCC(C(F)(F)F)C1 (stereo not given)
52: O=C(NCc1ccccc1Cl)c1cccc(OC2CCN(C(=O)C3CC3)CC2)c1
53: COc1ccc(CCN(C)C(=O)c2ccc3c(=O)n4c(nc3c2)CCCCC4)cc1OC
54: COc1cc(C(=O)Nc2ccc(S(=O)(=O)N3CCc4ccccc43)cc2)cc(OC)c1OC
55: Cn1c(=O)cc(-c2ccccc2)c2ccccc21
56: C=CC(=O)N1C/C(=C/c2ccc(F)cc2)C(=O)/C(=C\c2ccc(F)cc2)C1
57: CC(C)COC(=O)Cn1cnc2ccc(Br)cc2c1=O
compound no.	49	50	51	52	53	54	55	56	57
SSB-PriA inh	/	/	/	-14	-4	-3&-3	-20	23	0
PfHsp40 rescue	/	1.1	/	2.5	-1.1	1.3	0.1	-1.5	2.4
Yp Topo-I inh	/	-8	2	32	2	5	18	43	-10
Anthrax LF inh2	4	-4	-1	-6	/	0	-2	1	0
PrPC TRFRET	0	1	2	-2	-3	14	0	41*	3
BH1578 lux ind	/	0.1	-0.8	i	i	-5.3	i	/	1.4
TcdB inh	-0.2	/	1.1	0.6	0.5	/	/	-2.9	1.5
BoNT-A LC inh2	0.5	0.8	0.2	-27	/	-2.0	2.5	0.1	1.1
SARS 3CLpro inh	/	2	/	1	/	4	-4	/	0

Compound profiles (already shown):
CC(=O)c1ccc(NC(=O)Cn2nc(C)cc2C)cc1 in the list: SSB-PriA inh: -1; PfHsp40 rescue: 1.9; Yp Topo-I inh: 5; Anthrax LF inh2: 12; PrPC TRFRET: 5; BH1578 lux ind: i; TcdB inh: /; BoNT-A LC inh2: 0.0; SARS 3CLpro inh: 1
COc1ccc(CCNC(=O)c2nnc(Cc3ccc(Cl)cc3)o2)cc1OC in the list: SSB-PriA inh: -6; PfHsp40 rescue: 0.6; Yp Topo-I inh: -6; Anthrax LF inh2: 6; PrPC TRFRET: 3; BH1578 lux ind: -0.1; TcdB inh: 1.4; BoNT-A LC inh2: -0.7; SARS 3CLpro inh: -7
COc1ccccc1Nc1nc2nonc2nc1N1CCCCC1C (stereo not given) in the list: SSB-PriA inh: -14; PfHsp40 rescue: 2.1; Yp Topo-I inh: 5; Anthrax LF inh2: 1; PrPC TRFRET: 0; BH1578 lux ind: /; TcdB inh: 0.1; BoNT-A LC inh2: 0.3; SARS 3CLpro inh: 5
